CRFR2-BP antag: antagonists of CRF-binding protein/CRF-R2 receptor complex. inhibition, % at 11.8 µM. 350,000 compounds, 0.59% hits. HEK293 CRF-R2/CRF-BP, CRF-induced calcium fluorescence;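 active = inhibition of the ligand-induced calcium signal above about 50% at the single tested concentration, limit read from the data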
UBC9 SUMO inh: SUMOylation inhibition | HTRF SUMOylation assay, SAE1/SAE2 + UBC9, in vitro | inhibition, % at 35 µM | 290,000 compounds, 0.36% hits | P63279; in the data active = inhibition above about 50%, passing the limit was not always enough; note: strong numbers were not always called active
Target sequence (P63279 whole entry, looked up): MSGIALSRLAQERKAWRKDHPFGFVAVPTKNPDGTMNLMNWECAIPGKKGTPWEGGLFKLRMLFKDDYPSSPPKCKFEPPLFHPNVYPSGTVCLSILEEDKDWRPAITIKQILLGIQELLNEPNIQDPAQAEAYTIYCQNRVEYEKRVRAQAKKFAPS
MEKK2wt PB1 HTS: raises or lowers MEK5 binding to wildtype human MEKK2 PB1 domain | 290,000 compounds, 1.1% hits | Q9Y2U5 | bead flow cytometry, Alexa488-MEK5 binding to MEKK2 WT; actives lie on both sides | binding response (% of control), % at 10 µM; in the data active = binding response below about 67% or above about 130%
FID counter: displaces DNA intercalator in HCV helicase counter-screen; inhibition, % at 7.9 µM; DNA fluorescent intercalator displacement, fluorescence; 290,000 compounds, 0.17% hits; AID 1845; in the data active = inhibition above about 37%;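 note: 0% = vehicle and 100% = reference compound; higher means more ethidium bromide displaced from hairpin DNA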
GalR3 antagonist: human GalR3 antagonism. O60755. HEK293 GalR3-CNG cAMP membrane potential fluorescence; galR3 body fused to GalR1 C-terminus. inhibition, % at 3 µM. 360,000 compounds, 0.44% hits. AID 651719;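 active = inhibition above the screen-wide average plus 3 SD, cut at about 13% in these data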;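 note: forskolin and galanin both at EC90 stimulate the cells; cAMP rise reported by CNG channel membrane potential dye signal; 0% = forskolin plus galanin with DMSO and 100% = forskolin alone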
Target sequence (O60755 1-299 limits assumed): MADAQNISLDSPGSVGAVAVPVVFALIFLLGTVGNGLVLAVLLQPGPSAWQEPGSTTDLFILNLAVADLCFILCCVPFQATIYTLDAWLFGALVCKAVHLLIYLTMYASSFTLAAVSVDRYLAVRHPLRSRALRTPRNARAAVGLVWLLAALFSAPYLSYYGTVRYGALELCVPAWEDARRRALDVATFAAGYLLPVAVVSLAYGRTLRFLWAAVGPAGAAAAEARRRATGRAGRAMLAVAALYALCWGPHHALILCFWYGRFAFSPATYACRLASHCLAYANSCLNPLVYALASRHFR
HCV NS3 hel inh: HCV NS3 helicase inhibition; NS3 helicase DNA unwinding, Cy5 molecular beacon fluorescence; inhibition, % at 10.9 µM; 290,000 compounds, 0.56% hits; AID 1800;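 active = inhibition above the mean of all tested compounds plus 3 SD, set per campaign, cut at about 35% in these data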;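 note: 0% = DMSO wells and 100% = thioflavine S control wells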
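Test system: hepatitis C virus NS3 helicase domain fragment enzyme. Also added: annealed dual-labelled DNA beacon duplex, ATP-started. Timing: 60 min unwinding reaction at 25 °C after ATP addition. Technique: Cy5 fluorescence. Measure: % inhibition of unwinding.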
MEKK2 mut-MEK5: signal of MEK5 binding to mutant human MEKK2 PB1 domain; bead flow cytometry, Alexa488-MEK5 binding to MEKK2 mutant; percent response, % at 10 µM; 290,000 compounds, 0.35% hits; AID 1530; in the data active = percent response above about 24%, passing the limit was not always enough; note: inactives centre near 1; some results filed as inactive read as strong as hits; reference of the scale not given here
MEKK3 PB1 HTS: modulators (inhibitors or enhancers) of MEK5 binding to human MEKK3 PB1 domain; Q99759; binding response (% of control), % at 10 µM; bead-based flow cytometry, Alexa488-MEK5 binding to MEKK3; actives lie on both sides; 0 = blocked by unlabeled MEK5, 100 = vehicle; 290,000 compounds, 1.4% hits;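 active = binding response more than 3 SD above or below the average of its plate-row segment, actives on both sides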;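 note: Alexa488 bead fluorescence after subtracting the streptavidin-only scavenger bead signal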
Target sequence (Q99759 whole entry, looked up, the tested form may be a part): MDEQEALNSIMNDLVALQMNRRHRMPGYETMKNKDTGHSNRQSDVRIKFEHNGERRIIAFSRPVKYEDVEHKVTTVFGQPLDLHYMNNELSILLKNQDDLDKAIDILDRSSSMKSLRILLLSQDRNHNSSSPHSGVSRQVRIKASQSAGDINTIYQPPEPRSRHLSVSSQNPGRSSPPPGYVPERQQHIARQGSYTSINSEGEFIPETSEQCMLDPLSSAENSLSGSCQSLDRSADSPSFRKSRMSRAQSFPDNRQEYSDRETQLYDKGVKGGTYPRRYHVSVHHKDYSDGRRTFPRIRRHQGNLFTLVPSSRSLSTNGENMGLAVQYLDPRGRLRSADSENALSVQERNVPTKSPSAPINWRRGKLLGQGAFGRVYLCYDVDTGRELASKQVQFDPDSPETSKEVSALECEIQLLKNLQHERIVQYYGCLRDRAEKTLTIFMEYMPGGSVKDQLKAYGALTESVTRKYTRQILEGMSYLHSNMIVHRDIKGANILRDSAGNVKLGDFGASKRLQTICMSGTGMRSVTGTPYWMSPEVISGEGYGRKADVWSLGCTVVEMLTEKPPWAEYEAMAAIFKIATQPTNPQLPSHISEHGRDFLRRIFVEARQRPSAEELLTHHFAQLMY
CRFBP-R2 agonist: CRF-BP/CRF-R2 complex agonism | activation, % at 13.2 µM | AID 588473 | 350,000 compounds, 0.46% hits | HEK293 CRF-R2/CRF-BP, calcium dye fluorescence (FLIPR); percent of saturating CRF peptide response;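 active = activation of at least 50%, plus an integration ratio under a set limit after plate pattern correction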;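 note: plate controls were neutral control wells without compound for no effect and CRF at EC100 for full effect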
* = called active by the depositor; / = no result given; & = joins results of further samples. These rows are one share of the data (hit frequency here may not be typical).

Short keys – A = CRFR2-BP antag; B = UBC9 SUMO inh; C = MEKK2wt PB1 HTS; D = FID counter; E = GalR3 antagonist; F = HCV NS3 hel inh; G = MEKK2 mut-MEK5; H = MEKK3 PB1 HTS; I = CRFBP-R2 agonist
O=C(NCCN1CCOCC1)c1ccc(Cl)cc1
  A: 13.4; B: 4.9; C: 109.0; D: 3.1; E: /; F: -7.0; G: 4.0; H: 109.0; I: -0.5

OCC(O)CN1CCN(c2ccccc2)CC1 (configuration not stated)
  A: 14.3; B: -24.1; C: 106.0; D: -4.5; E: /; F: 3.9; G: 2.0; H: 109.0; I: 2.2

COc1cc(C)nc(-n2nc(C)cc2OC)n1
  A: -7.6; B: -4.1; C: 101.0; D: -6.1; E: 1.7; F: -3.8; G: 2.0; H: 96.0; I: 1.0

Cc1oncc1C(=O)Nc1ccc(C(F)(F)F)cc1
  A: 6.1; B: 5.7; C: 92.0; D: 0.4; E: -0.5; F: 2.1; G: 3.0; H: 95.0; I: 0.0

CN=C(N)NC(=O)Nc1c(C)cccc1C
  A: 5.8; B: 5.8; C: 104.0; D: 0.9; E: -3.0; F: 2.4; G: 3.0; H: 102.0; I: -1.2

CC(C)(C(=O)c1cccnc1)c1cccnc1
  A: 14.1; B: /; C: 98.0; D: /; E: /; F: /; G: 2.0; H: 98.0; I: -0.2

O=C(O)CCCCCCCC(=O)O
  A: -9.1; B: -12.5; C: 92.0; D: -2.2; E: -4.3; F: 8.4; G: 5.0; H: 76.0; I: -0.5

CN(C)C(=N)N=C(N)N
  A: 9.3; B: 14.8; C: 99.0; D: 1.1; E: /; F: 1.2; G: -2.0; H: 98.0; I: -0.3

O=C(c1ccccc1)c1ccc2n1CCC2C(=O)O (configuration not stated)
  A: -8.6; B: 0.0; C: 90.0&99.0; D: -0.4; E: 3.5; F: -0.7; G: -5.0&2.0; H: 94.0&101.0; I: -0.8

Oc1cc2c(cc1O)C1c3ccc(O)c(O)c3OCC1(O)C2 (configuration not stated)
  A: 0.1; B: 24.7; C: 97.0; D: -4.3; E: 4.5; F: 7.6; G: -2.0; H: 99.0; I: -1.5

COc1ccc(S(=O)(=O)Nc2nnc(CC(C)C)s2)cc1
  A: 6.4; B: 24.9; C: 103.0; D: -18.5; E: -3.5; F: 8.1; G: 2.0; H: 103.0; I: -0.5

CN(C)CCC[C@@]1(c2ccc(F)cc2)OCc2cc(C#N)ccc21
  A: -3.7; B: /; C: 119.0; D: /; E: -4.0; F: /; G: 7.0; H: 107.0; I: 1.0

CN(C)CCOC(=O)C(c1ccccc1)C1(O)CCCC1 (configuration not stated)
  A: -13.6; B: -11.0; C: 100.0; D: 4.2; E: -3.5; F: -8.6; G: 2.0; H: 111.0; I: 1.6

COc1cc2c(c(OC)c1OC)-c1c(cc(OC)c(OC)c1OC)C[C@H](C)[C@H](C)C2
  A: 38.5; B: -10.8; C: 86.0; D: /; E: -2.5; F: /; G: -11.0; H: 86.0; I: -2.5

COc1c(O)cc2c(c1O)[C@@H]1O[C@H](CO)[C@@H](O)[C@H](O)[C@H]1OC2=O
  A: 12.0; B: 3.2; C: 105.0; D: -2.1; E: -11.5; F: 6.9; G: 7.0; H: 101.0; I: -0.3

Entries of single compounds as entered above:
Record of COc1c(O)cc2c(c1O)[C@@H]1O[C@H](CO)[C@@H](O)[C@H](O)[C@H]1OC2=O → CRFR2-BP antag: 12.0; UBC9 SUMO inh: 3.2; MEKK2wt PB1 HTS: 105.0; FID counter: -2.1; GalR3 antagonist: -11.5; HCV NS3 hel inh: 6.9; MEKK2 mut-MEK5: 7.0; MEKK3 PB1 HTS: 101.0; CRFBP-R2 agonist: -0.3
Record of CN(C)C(=N)N=C(N)N → CRFR2-BP antag: 9.3; UBC9 SUMO inh: 14.8; MEKK2wt PB1 HTS: 99.0; FID counter: 1.1; GalR3 antagonist: /; HCV NS3 hel inh: 1.2; MEKK2 mut-MEK5: -2.0; MEKK3 PB1 HTS: 98.0; CRFBP-R2 agonist: -0.3

(listing goes on)
Short keys – A = CRFR2-BP antag; B = UBC9 SUMO inh; C = MEKK2wt PB1 HTS; D = FID counter; E = GalR3 antagonist; F = HCV NS3 hel inh; G = MEKK2 mut-MEK5; H = MEKK3 PB1 HTS; I = CRFBP-R2 agonist
CCOc1ccc(NC(=S)N2CCC(C(O)(c3ccccc3)c3ccccc3)CC2)cc1
  A: 55.6*; B: -11.8; C: 96.0; D: 8.8; E: -6.2; F: -15.2; G: -3.0; H: 98.0; I: -3.9

CN1CCN(c2c(F)cc3c(=O)c(C(=O)O)cn4c3c2SCC4)CC1
  A: -13.0; B: 28.9&46.0; C: 105.0&74.0; D: -6.2&7.7; E: 3.8; F: -13.1&7.3; G: 0.0&-14.0; H: 105.0&75.0; I: -0.1

Cc1ccsc1/C=C/C1=NCCCN1C
  A: 0.9&25.3&-15.2; B: -4.0; C: 99.0; D: 2.3; E: 2.1&-3.7; F: 0.7; G: 3.0; H: 107.0; I: 1.4&-0.6&-1.0

COc1ccc(Sc2ccc(NC(=O)c3ccccc3Cl)cc2C#N)cc1
  A: 2.9; B: 0.1; C: 97.0; D: -4.1; E: -1.8; F: -3.2; G: -13.0; H: 90.0; I: 2.5

C/C=C(/C)C(=O)O[C@@H]1c2cc3c(c4c2[C@@]2(CO4)C(=O)C(OC)=C(OC)C=C2C[C@@H](C)[C@H]1C)OCO3
  A: 4.9; B: 3.9; C: 89.0; D: /; E: 5.8; F: /; G: -11.0; H: 89.0; I: -1.9

CC1(C)Oc2ccc(C#N)cc2[C@@H](N2CCCC2=O)[C@@H]1O
  A: -27.7; B: 0.0; C: 92.0; D: -1.2; E: /; F: 0.6; G: 4.0; H: 92.0; I: 1.3

C[C@@H]1C[C@H]2[C@@H]3C[C@H](F)C4=CC(=O)C(Cl)=C[C@]4(C)[C@@]3(F)[C@@H](O)C[C@]2(C)[C@@]1(O)C(=O)CO
  A: /; B: 0.1; C: 114.0&98.0; D: -8.5; E: /; F: -8.0; G: 5.0&2.0; H: 116.0&104.0; I: /

CCC12CCCN3CCc4c(n(c5ccccc45)C(O)(C(=O)OC)C1)C32 (configuration not stated)
  A: 6.9; B: 32.0; C: 89.0; D: -6.6; E: -3.1; F: 12.4; G: 3.0; H: 87.0; I: 15.5

C#C[C@]1(O)CC[C@H]2[C@@H]3CCC4=CC(=O)CC[C@@H]4[C@H]3CC[C@@]21CC
  A: 3.0&7.6; B: 5.8; C: 84.0&65.0; D: -9.4&-6.4; E: -0.3&-3.4; F: -5.2&-7.8; G: -4.0&3.0; H: 95.0&69.0; I: 0.0&-2.5

CCOC(=O)Nc1ccc2c(c1)N(C(=O)CCN1CCOCC1)c1ccccc1S2
  A: 2.7&-7.5; B: -7.5&-3.4; C: 106.0&106.0&59.0; D: -1.9&-10.7; E: -6.0&-2.3; F: -2.9&1.3; G: 5.0&5.0&-57.0; H: 104.0&108.0&92.0; I: 2.2&-0.7

CCN(CC)S(=O)(=O)c1ccc(C(=O)O)cc1
  A: -8.7; B: -4.2; C: 108.0; D: 0.1; E: 1.0; F: 2.3; G: 1.0; H: 105.0; I: 2.6

C[C@H]1c2cccc(O)c2C(O)=C2C(=O)[C@]3(O)C(O)=C(C(N)=O)C(=O)[C@@H](N(C)C)[C@@H]3[C@@H](O)[C@@H]21
  A: -21.9; B: 21.5; C: 109.0; D: /; E: /; F: /; G: 2.0; H: 107.0; I: 0.1

CCCN(CCC)C(=O)C(CCC(=O)O)NC(=O)c1ccccc1 (configuration not stated)
  A: -9.4; B: -12.6; C: 99.0; D: -1.4; E: /; F: -7.2; G: 6.0; H: 84.0; I: -0.5

CCN(CC)CCOC(=O)C(c1ccccc1)c1ccccc1
  A: -5.9; B: -16.8; C: 99.0; D: 1.0; E: /; F: -3.5; G: 3.0; H: 109.0; I: 0.2

CC(=O)O[C@@]12CO[C@@H]1C[C@H](O)[C@@]1(C)C(=O)[C@H](O)C3=C(C)[C@@H](OC(=O)[C@H](O)[C@@H](NC(=O)OC(C)(C)C)c4ccccc4)C[C@](O)([C@@H](OC(=O)c4ccccc4)[C@H]21)C3(C)C
  A: /; B: -13.9; C: 105.0&94.0; D: -38.7; E: /; F: -12.0; G: 0.0&-3.0; H: 110.0&97.0; I: /

Cc1cc(O)c2c(c1)C(=O)c1cccc(O)c1C2=O
  A: /; B: 45.2; C: 95.0; D: -2.6; E: 5.8; F: 9.1; G: 1.0; H: 106.0; I: /

CCCc1cc(C(N)=S)ccn1
  A: 6.0; B: 8.8; C: 115.0; D: -6.8; E: /; F: 22.9; G: 3.0; H: 112.0; I: 1.2

OCCOCCN1CCN(C(c2ccccc2)c2ccc(Cl)cc2)CC1 (configuration not stated)
  A: -5.0; B: 26.2; C: 104.0; D: 8.0; E: -3.0; F: -12.9; G: 7.0; H: 109.0; I: -1.9

CCCCOC(=O)c1ccc(N)cc1
  A: 0.1; B: 8.5; C: 101.0; D: -0.7; E: /; F: 1.9; G: 6.0; H: 84.0; I: -0.5

COc1cc(NC(=O)c2cc(C3CC3)on2)c(OC)cc1Cl
  A: 17.0; B: 6.5; C: 103.0; D: -4.0; E: /; F: -4.8; G: 5.0; H: 105.0; I: -0.1

COc1cc(C(=O)NCCCCCC(=O)O)cc(OC)c1OC
  A: 1.6; B: 18.7; C: 102.0; D: 0.2; E: /; F: 3.0; G: 0.0; H: 81.0; I: 1.4

O=C1CCc2cc(OCCCCc3nnnn3C3CCCCC3)ccc2N1
  A: -1.7; B: 3.1&-0.6; C: 100.0&93.0&100.0; D: -33.4&-38.8&-24.8; E: /; F: 6.5&-13.7&-11.2; G: -2.0&-2.0&1.0; H: 110.0&92.0&101.0; I: 1.0

CN1CCC(=C2c3ccccc3CC(=O)c3sccc32)CC1
  A: 10.3&4.1&19.7; B: -30.9&9.5; C: 91.0&64.0&102.0; D: 2.8&6.1; E: -5.6&-3.5; F: -11.5&-21.2; G: 7.0&-53.0&4.0; H: 114.0&85.0&104.0; I: -1.1&-0.5&0.7

C[C@]12CC[C@H]3C(=CCc4cc(O)ccc43)[C@@H]1CCC2=O
  A: -3.6; B: 15.1; C: 98.0; D: -7.0; E: /; F: -2.5; G: 5.0; H: 84.0; I: 1.0

Sorted by value in GalR3 antagonist (largest number first): some entries from above.
smiles | CRFR2-BP antag | UBC9 SUMO inh | MEKK2wt PB1 HTS | GalR3 antagonist | HCV NS3 hel inh | MEKK2 mut-MEK5 | MEKK3 PB1 HTS | CRFBP-R2 agonist
C/C=C(/C)C(=O)O[C@@H]1c2cc3c(c4c2[C@@]2(CO4)C(=O)C(OC)=C(OC)C=C2C[C@@H](C)[C@H]1C)OCO3 | 4.9 | 3.9 | 89.0 | 5.8 | / | -11.0 | 89.0 | -1.9
Oc1cc2c(cc1O)C1c3ccc(O)c(O)c3OCC1(O)C2 (configuration not stated) | 0.1 | 24.7 | 97.0 | 4.5 | 7.6 | -2.0 | 99.0 | -1.5
CN1CCN(c2c(F)cc3c(=O)c(C(=O)O)cn4c3c2SCC4)CC1 | -13.0 | 28.9&46.0 | 105.0&74.0 | 3.8 | -13.1&7.3 | 0.0&-14.0 | 105.0&75.0 | -0.1
OCCOCCN1CCN(C(c2ccccc2)c2ccc(Cl)cc2)CC1 (configuration not stated) | -5.0 | 26.2 | 104.0 | -3.0 | -12.9 | 7.0 | 109.0 | -1.9
COc1ccc(S(=O)(=O)Nc2nnc(CC(C)C)s2)cc1 | 6.4 | 24.9 | 103.0 | -3.5 | 8.1 | 2.0 | 103.0 | -0.5
COc1c(O)cc2c(c1O)[C@@H]1O[C@H](CO)[C@@H](O)[C@H](O)[C@H]1OC2=O | 12.0 | 3.2 | 105.0 | -11.5 | 6.9 | 7.0 | 101.0 | -0.3

Screening data deposited in PubChem by several laboratories.
